Assay outcomes as filed in PubChem.
AHR act = AHR activators, primary screen, cell-based, luminescence, luciferase reporter, human. Aryl hydrocarbon receptor (Homo sapiens), P35869. AHR-responsive luciferase reporter cells. activation, % at 5 µM. 320,000 compounds, 2.5% hits. AID 2796, 2010; in the data active = activation above about 47%;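 also: 0% = vehicle wells and 100% = reference agonist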
EBNA-1 inhibitor = EBNA-1 DNA-binding inhibitors, primary screen, biochemical, fluorescence polarization | 300,000 compounds, 0.34% hits | AID 1950, 2009 | inhibition, % at 14.8 µM; in the data active = inhibition above about 28%
proCasp7 act = procaspase-7 activators, primary screen, counter-screen for procaspase-3 activator project, biochemical, absorbance, HTS, human; activation, % at 8.5 µM; 330,000 compounds, 0.093% hits; AID 463210, 2010; recombinant procaspase-7, Ac-DEVD-pNA absorbance 405 nm; D23A/D198A/D206A triple mutant, cannot self-cleave; scale: DMSO 0, 5 µM enzyme 100;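 active = percent activation above the screen-wide mean plus 3 SD, cut at about 25% in these data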
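Test system: Procaspase-7 triple mutant (PC-7 D3A). Also added: Ac-DEVD-pNA substrate, 400 µM as added. Schedule: 1 h enzyme–compound preincubation and 2 h substrate reaction, both 25 °C. Signal: p-Nitroaniline absorbance at 405 nm, read at 0 and 120 min. Control set: low DMSO alone, high DMSO plus 5 µM PC-7.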
LAP4-GFP MLPCN = modulators of LAP4-GFP expression in yeast, primary screen, S. cerevisiae, multiplex flow cytometry, MLPCN library | GFP response vs DMSO, % at 10 µM | 320,000 compounds, 0.34% hits | 3 h; median GFP as percent of DMSO wells;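 active = GFP response vs DMSO above a set limit, about the screen mean plus 3 SD, cut at about 150% in these data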
ZTA DNA inh = blocks Epstein-Barr virus ZTA, an EBNA-1 counter-screen; P03206; ZTA-DNA binding, fluorescence polarization; inhibition, % at 11 µM; 320,000 compounds, 0.15% hits; AID 2234; in the data active = inhibition above about 33%
proCasp3 act = activators of human procaspase-3 D3A mutant, primary screen, biochemical, absorbance, PC-3 D3A mutant, single concentration; recombinant procaspase-3 D3A, Ac-DEVD-pNA absorbance 405 nm; Caspase-3 (Homo sapiens), P42574; AID 463141, 2010; 330,000 compounds, 0.11% hits; activation, % at 8.5 µM;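 active = activation above the mean of all tested compounds plus 3 SD, cut at about 21% in these data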;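 also: 0% = DMSO alone and 100% = DMSO wells spiked with extra 5 µM PC-3 D3A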
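Test system: Procaspase-3 D3A mutant, all three cleavage aspartates alanine | Dosing: Single dose, 8.5 µM nominal compound, 0.8% DMSO | Schedule: 1 h preincubation, 2 h reaction | Technique: 405 nm absorbance of p-nitroaniline, reads at 0 and 120 min | Repeats: One well per compound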
RPL19A-GFP yeast = RPL19A-GFP expression modulators in yeast, primary screen, cell-based, S. cerevisiae, multiplex flow cytometry, MLPCN | percent response vs DMSO, % at 10 µM | 330,000 compounds, 0.3% hits | S. cerevisiae RPL19A-GFP strain, 3 h; stronger effect = lower value;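 active = percent response vs DMSO below 50%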;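 also: median channel GFP fluorescence of the barcoded RPL19A-GFP strain; ratio of sample median GFP to plate DMSO average so 100% = DMSO; lower means less RPL19A-GFP as with rapamycin TOR inhibition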
MEP2 TOR yeast = modulators of MEP2-GFP levels in yeast, primary screen, S. cerevisiae, multiplex flow cytometry, MLPCN library. S. cerevisiae MEP2-GFP strain, 3 h; 100% = DMSO control level. 330,000 compounds, 0.51% hits. GFP response vs DMSO, % at 10 µM;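 active = GFP response versus DMSO above a set limit, roughly screen mean plus 3 SD, cut at about 180% in these data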;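 also: median GFP fluorescence of the barcode-gated MEP2-GFP cells per well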
Starred values were filed as active, the others as inactive; . = not tested or not shown.

SMILES | AHR act | EBNA-1 inhibitor | proCasp7 act | LAP4-GFP MLPCN | ZTA DNA inh | proCasp3 act | RPL19A-GFP yeast | MEP2 TOR yeast
O=S(=O)(c1cccc(-c2cn3ccccc3n2)c1)N1CCCC1 | 10 | 7 | 1 | 98 | 5 | 7 | 99 | 105
O=C(O)C1=C[C@@H](C2CC2)C[C@@H](OCCCCO)O1 | -1 | -5 | -6 | . | 10 | 4 | . | .
COc1cccc(C(=O)Nc2cccc(OCC(=O)c3ccccc3)c2)c1 | 8 | -9 | 7 | 100 | 14 | -3 | 95 | 104
CCOC(=O)c1sc2nc[nH]c(=O)c2c1C | -4 | -11 | 7 | 99 | -4 | 1 | 98 | 99
O=C(CSc1nc2c(cnn2-c2cccc(Cl)c2)c(=O)[nH]1)NCCC1=CCCCC1 | 0 | . | 12 | 90 | -12 | 5 | 91 | 101
CC1CCC(NC(=O)CN2C(=O)NC3(CCCCCC3)C2=O)CC1 (stereo not given) | -1 | . | -12 | 93 | -9 | 2 | 94 | 95
CCN1CCN(c2ccc(NC(=O)c3ccco3)cc2Cl)CC1 | -2 | -5 | 2 | 103 | 11 | -4 | 111 | 112
C=CCOc1ccc(/C=N/Nc2ccccn2)cc1OC | 55* | -2 | 4 | 108 | 4 | 5 | 102 | 104
Cc1cc(C)cc(NC(=O)CCN2CCOCC2)c1 | 4 | -17 | 14 | 86 | -2 | 7 | 104 | 108
CCCC(=O)Nc1c2c(nn1-c1cccc(Cl)c1)CS(=O)(=O)C2 | 2 | -2 | 4 | 98 | -3 | 1 | 104 | 98
Cc1ccccc1-c1nc(CS(=O)(=O)CC(=O)NC2CCCCC2C)c(C)o1 (stereo not given) | -1 | 9 | 4 | 96 | -1 | 3 | 102 | 118
CC(C)(C)c1csc(NC(=O)c2ccncc2)n1 | 15 | -4 | 8 | 105 | -8 | 3 | 94 | 101
COc1ccc(/C=N/Nc2nc3ccccc3[nH]2)cc1OC | 111* | -2 | 2 | 104 | 1 | -3 | 97 | 104
O=[N+]([O-])c1ccc(NC(=S)NCCc2ccc(Cl)cc2)cc1 | -2 | 1 | -1 | 93 | -2 | -1 | 92 | 90
O=C(CSc1nc(CCC2CCCC2)nc2ccccc12)NCc1ccc2c(c1)OCO2 | 10 | 4 | 7 | 85 | -17 | 8 | 101 | 98
Cc1ccc(S(=O)(=O)Nc2ccccc2C(=O)Nc2ccc(S(=O)(=O)Nc3nccc(C)n3)cc2)cc1 | 1 | 0 | 5 | 96 | 0 | -4 | 106 | 109
CC(C)(C)C1=C(C#N)C(c2cc3c(cc2Br)OCO3)C(C#N)=C(N)O1 (stereo not given) | 3 | -5 | -7 | 94 | -11 | 2 | 99 | 98
Cc1nn(Cc2ccccc2)c(Cl)c1/C=C/C(=O)OC(C)C(=O)N1CCCC1 (stereo not given) | 0 | 8 | 13 | 95 | 8 | 1 | 89 | 82
CCn1c(SCC(N)=O)nc2cc(S(=O)(=O)N3CCOCC3)ccc21 | 2 | 0 | 2 | 104 | -29 | 10 | 102 | 99
S=C1NCN(C2CCCCC2)CN1c1ccccc1 | -2 | 0 | 7 | 110 | 1 | -9 | 106 | 101
O=C(Nc1ccc(CN2CCCCC2)cc1)c1c(F)c(F)c(F)c(F)c1F | -1 | 0 | 9 | 107 | -11 | 1 | 100 | 113
C=CCn1c(Cn2nnc3ccccc32)nnc1SCC(=O)N/N=C/c1cc(Br)cc(OC)c1O | 2 | 0 | 4 | 110 | 16 | -1 | 105 | 107
CC(C(=O)N1CCN(Cc2ccc3c(c2)OCO3)CC1)c1ccc([N+](=O)[O-])cc1 (stereo not given) | 22 | -6 | -1 | 100 | -13 | 8 | 103 | 107
COc1ccc(-c2cc(C(F)F)n3ncc(C(=O)N4CCCc5ccccc54)c3n2)cc1 | 0 | 1 | 5 | 105 | -18 | 4 | 104 | 109
COCCNC(=O)COc1cccc(Oc2ccccc2)c1 | -2 | 14 | -1 | 94 | 9 | -4 | 93 | 93

Overlap with the part before: 3 compounds, then new ones.
SMILES | AHR act | EBNA-1 inhibitor | proCasp7 act | LAP4-GFP MLPCN | ZTA DNA inh | proCasp3 act | RPL19A-GFP yeast | MEP2 TOR yeast
CC(C(=O)N1CCN(Cc2ccc3c(c2)OCO3)CC1)c1ccc([N+](=O)[O-])cc1 (stereo not given) | 22 | -6 | -1 | 100 | -13 | 8 | 103 | 107
COc1ccc(-c2cc(C(F)F)n3ncc(C(=O)N4CCCc5ccccc54)c3n2)cc1 | 0 | 1 | 5 | 105 | -18 | 4 | 104 | 109
COCCNC(=O)COc1cccc(Oc2ccccc2)c1 | -2 | 14 | -1 | 94 | 9 | -4 | 93 | 93
CN(C(=O)COC(=O)c1cc(NS(=O)(=O)c2cc([N+](=O)[O-])ccc2Cl)ccc1O)C1CCCCC1 | 3 | -4 | -2 | 102 | 4 | 1 | 105 | 118
CC(NS(=O)(=O)c1ccc(Cl)cc1)C(=O)NCc1ccco1 (stereo not given) | -5 | -1 | -4 | 91 | 8 | -12 | 94 | 98
O=C1/C(=C/c2ccc(F)cc2)SC(=S)N1NS(=O)(=O)c1ccccc1 | 5 | 4 | -9 | 91 | 12 | -3 | 108 | 103
COc1ccccc1C1CCCN1Cc1nc(-c2ccc(C)s2)oc1C (stereo not given) | 3 | -1 | 7 | 100 | -8 | -9 | 99 | 100
COc1ccc(-c2nn(C)c(=O)c3ccccc23)cc1NC(=O)COc1ccc(C)cc1 | 10 | 4 | 1 | 99 | 2 | 2 | 101 | 104
O=c1c(N2CCOCC2)nsn1Cc1ccccc1 | -5 | -5 | 5 | 90 | -10 | 12 | 94 | 96
O=C(O)Cc1ccc(S(=O)(=O)N2CCCC2)s1 | 0 | . | -2 | 87 | . | 2 | 102 | 107
COc1ccc(C(=O)OCC(=O)c2ccc(C)c(S(=O)(=O)N3CCOCC3)c2)cc1OC | 0 | 0 | 11 | 100 | 8 | -1 | 101 | 107
COc1ccc(NC(=O)CCn2c(=O)c3cccn3c3ccccc32)cc1 | 32 | -19 | 2 | 98 | 2 | 1 | 99 | 111
O=C(Nc1ccc2c(c1)CCC2)C1CCN(c2ncccn2)CC1 | -1 | -4 | 7 | 92 | 0 | -1 | 100 | 96
CCOc1ccc(S(=O)(=O)N2CCCCC2)cc1NC(=O)Cc1cccs1 | 3 | -4 | 0 | 106 | -12 | 6 | 100 | 96
CC1(c2ccc(Cl)cc2)NC(=O)N(CC(=O)Nc2ccc(N3CCCCC3)cc2)C1=O (stereo not given) | 5 | -5 | -5 | 88 | 13 | -2 | 87 | 93
CC(C)OCCCNC(=O)C1CC(=O)N(C2CCCCCCC2)C1 (stereo not given) | 0 | 2 | 2 | 101 | -1 | 10 | 101 | 101
CC(C)N(Cc1ccccc1)C(=S)Nc1ccccc1F | -1 | 3 | -4 | 100 | -2 | 2 | 94 | 98
O=C(COC(=O)CN1C(=O)c2cccc([N+](=O)[O-])c2C1=O)NC1CCS(=O)(=O)C1 (stereo not given) | -3 | 4 | 8 | 110 | 1 | 2 | 98 | 101
O=C(N/N=C/c1cccc([N+](=O)[O-])c1)c1ccncc1 | 18 | 2 | 8 | 111 | 10 | 0 | 104 | 101
COC(=O)C1C(=O)NC(SC)=C(C#N)C1c1ccccc1F (stereo not given) | -2 | 8 | 2 | 93 | 2 | 3 | 97 | 98
Cc1nc2ccccc2c2oc(C(=O)NCCCN3CCC(C)CC3)cc12 | 6 | 2 | 4 | 117 | 10 | 2 | 103 | 107
CCOc1ccc(NC(=S)NC(=O)/C=C/c2ccc(OC)cc2)c([N+](=O)[O-])c1 | 2 | -9 | 8 | 96 | -8 | 1 | 104 | 75
Clc1ccc2c(c1)-c1nnc(Br)n1-c1ccccc1S2 | -1 | -14 | -8 | 112 | -9 | -7 | 97 | 88
O=C(NCCN1CCOCC1)/C(=C\c1ccc(Br)cc1)NC(=O)c1cccs1 | 1 | 6 | 0 | 85 | -3 | 8 | 97 | 97
O=C(COC(=O)c1cc(-c2ccccc2)nc2ccccc12)NC1CC1 | 3 | . | -3 | 103 | . | 3 | 98 | 101
Cc1ccc(S(=O)(=O)NC(=O)NCCCN2CCOCC2)cc1 | 2 | -8 | 1 | 102 | -17 | 7 | 80 | 85
COc1ccc(C(CNC(=O)c2ccc(Cl)c(NC(=O)c3cccs3)c2)N2CCCC2)cc1 (stereo not given) | 1 | -16 | 14 | 88 | -7 | 15 | 85 | 90
CC(C)CC(c1nnnn1C1CCCCC1)N1CCN(c2ncccn2)CC1 (stereo not given) | 5 | -5 | 14 | 92 | -8 | 5 | 98 | 97

An excerpt of these results, tab-delimited.
mol	AHR act	EBNA-1 inhibitor	proCasp7 act	LAP4-GFP MLPCN	ZTA DNA inh	proCasp3 act	RPL19A-GFP yeast	MEP2 TOR yeast
O=C(Nc1ccc2c(c1)CCC2)C1CCN(c2ncccn2)CC1	-1	-4	7	92	0	-1	100	96
CC(C)N(Cc1ccccc1)C(=S)Nc1ccccc1F	-1	3	-4	100	-2	2	94	98
COc1ccc(-c2nn(C)c(=O)c3ccccc23)cc1NC(=O)COc1ccc(C)cc1	10	4	1	99	2	2	101	104

(listing goes on)
SMILES | AHR act | EBNA-1 inhibitor | proCasp7 act | LAP4-GFP MLPCN | ZTA DNA inh | proCasp3 act | RPL19A-GFP yeast | MEP2 TOR yeast
Nc1nc(Sc2ccc([N+](=O)[O-])cc2[N+](=O)[O-])n[nH]1 | 3 | -10 | 5 | 114 | -9 | 12 | 96 | 94
CCCOc1ccc(-c2nc(-c3ccc([N+](=O)[O-])cc3)cs2)cc1 | 2 | -1 | 3 | 94 | 2 | 5 | 103 | 104
COc1ccc(-c2nnn(CC(=O)N(CC(=O)NCCC(C)C)Cc3cccs3)n2)cc1OC | 0 | 30* | 5 | 97 | -1 | 0 | 102 | 97
COc1cccc(NC(=O)c2ccc(S(=O)(=O)N3CCCC3)cc2)c1 | 4 | 6 | 9 | 97 | 10 | 4 | 96 | 106
Cn1cc(C(=O)Nc2ccc(F)c(Cl)c2)cn1 | -1 | -1 | 3 | 108 | 1 | 3 | 102 | 103
O=C(CCC(=O)c1ccc(Oc2ccccc2)cc1)Nc1cccc(Cl)c1Cl | 0 | 0 | 3 | 93 | 12 | -5 | 109 | 109
Cc1ccc(C(=O)CC(C(=O)O)c2cn(CCC#N)c3ccccc23)cc1 (stereo not given) | 3 | -15 | -25 | 107 | -15 | -6 | 101 | 121
CC1CCN(C(c2cc3cc4c(cc3[nH]c2=O)OCO4)c2nnnn2CC2CCCO2)CC1 (stereo not given) | 0 | 19 | 7 | 100 | 8 | 6 | 104 | 104
Cc1cccc(-n2c(C)c(-c3ccccc3)[nH]c2=S)c1 | 14 | -12 | -23 | 82 | 9 | -16 | 94 | 100
CC(C)C(NS(=O)(=O)c1cccc2nsnc12)C(=O)NC1CCCCC1 (stereo not given) | -1 | -13 | -7 | 98 | 0 | 3 | 96 | 118
COCCn1c(SCC(=O)c2cc(C)n(C)c2C)nc2ccccc2c1=O | 2 | 0 | -14 | 103 | -1 | 4 | 111 | 101
COc1cccc(NC(=O)CCNS(=O)(=O)c2cccc3nonc23)c1 | 2 | 15 | 1 | 98 | 10 | 6 | 107 | 104
O=C(CCCCCn1c(=O)[nH]c2ccsc2c1=O)N1CCCCC1 | 4 | -6 | 6 | 104 | -8 | -4 | 102 | 109
O=C(c1ccco1)N1CCN(C(=O)c2cc3c(=O)oc4ccccc4c3s2)CC1 | 3 | -3 | 2 | 100 | -5 | -2 | 106 | 99
